KB-3-1 tox – kills parental KB-3-1 adenocarcinoma cells | actives 1.4% (n = 400,000) | KB-3-1 viability, CellTiter-Glo ATP luminescence, 72 h | Potency, µM (titrated, usually from 46.1 µM), without a hit: at the highest dose activity change, negative = cytotoxic, actives largely listed as cytotoxic; also: potency is read from the fitted curve at half-maximal effect; % is scaled to controls: 0 for no effect and ±100 for the full control effect; nearly all actives have a fitted effect of over 60% in size
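Multi-concentration cytotoxicity screen in KB-3-1 cells grown in DMEM lacking phenol red with 10% FBS. After 72 h at 37 °C with compound, ATP-dependent luminescence was recorded.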
GLP-1R agonist – GLP-1 receptor (human) agonism. P43220. actives 0.007% (n = 380,000). Potency, µM (titrated, usually from 45.6 µM), for inactives: top-dose activation, usual class: activators. HEK293 GLP-1R CRE-luciferase, luminescence, 4-6 h; cells express a hypersensitive GLP-1R form. AID 624172; also: potency is read from the fitted curve at half-maximal effect; % of control where 0% means no effect
Target sequence (P43220 whole entry, looked up): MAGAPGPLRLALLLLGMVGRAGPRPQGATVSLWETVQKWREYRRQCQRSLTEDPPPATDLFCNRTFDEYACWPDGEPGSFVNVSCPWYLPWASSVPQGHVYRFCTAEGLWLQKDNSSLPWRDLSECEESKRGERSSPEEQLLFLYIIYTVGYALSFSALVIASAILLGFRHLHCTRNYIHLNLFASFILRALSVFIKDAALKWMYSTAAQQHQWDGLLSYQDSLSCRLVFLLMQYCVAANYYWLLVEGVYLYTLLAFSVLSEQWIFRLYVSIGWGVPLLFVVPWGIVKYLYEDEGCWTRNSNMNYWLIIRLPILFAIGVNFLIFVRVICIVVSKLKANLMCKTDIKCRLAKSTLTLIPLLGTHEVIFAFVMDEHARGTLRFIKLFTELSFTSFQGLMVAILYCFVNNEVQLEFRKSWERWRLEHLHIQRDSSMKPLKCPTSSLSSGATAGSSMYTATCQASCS
KB-V1 cytotox – kills drug-selected multidrug resistant KB-V1 cells; KB-V1 MDR cells viability, CellTiter-Glo, 72 h; Potency, µM (series often up to 46.1 µM), inactives show top-dose activity change, negative = cytotoxicity, usual class: cytotoxic; actives 3.4% (n = 400,000); also: potency is read from the fitted curve at half-maximal effect; % is scaled to controls: 0 for no effect and ±100 for the full control effect; nearly all actives have a fitted effect of over 60% in size
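Cytotoxicity toward P-gp-expressing KB-V1 cells was determined as loss of CellTiter-Glo luminescence after 72 h at 37 degrees C. Compounds were tested in quantitative HTS format across a concentration range, with curves fitted to normalized data.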
HT1080 IDH1KD tx – kills HT-1080 cells with IDH1 knockdown | actives 2% (n = 360,000) | HT-1080 IDH1 knockdown viability, ATP luminescence, 48 h | Potency, µM (series often up to 46.1 µM), for the others: top-dose activity, negative = toxicity, actives largely listed as cytotoxic;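 also: potency is read from the fitted curve at half-maximal effect; 0% = DMSO wells and -100% = cell-free medium wells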
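IDH1KD HT-1080 cells, 750/well, RPMI + 5% FBS; compound pinned after 2 h settling; 48 h, 37 °C; CellTiter-Glo luminescence; % activity normalised to DMSO and no-cell wells; curves fitted, classed by r2 and efficacy.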
IL-1B inflam inh – blocks inflammasome-driven IL-1 beta release. activity change, % at 57.5 µM. THP-1 LPS/ATP IL-1B secretion, AlphaLISA, 16 h; active compounds read low. actives 4.7% (n = 360,000); in the data active = activity change below about -50%; inconclusive = mostly about -30% to -49%; also: % is scaled to controls: 0 for no effect and ±100 for the full control effect
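Secreted IL-1B measured by AlphaLISA bead assay after 16 h compound exposure of THP-1 cells; compounds (final up to 57.5 uM) added 1 h before LPS (250 ng/mL) and ATP (1.25 mM) stimulation; lower signal means less secretion.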
DRD3 antagonist – blocks the human D3 dopamine receptor | P35462 | D3R cells, DiscoveRx beta-arrestin luminescence, antagonist mode; active compounds read low | max response, negative = inhibition, % | actives 2.5% (n = 360,000) | AID 652054; in the data active = max response below about -50%; inconclusive = no clear call, values can overlap the other calls; also: % is scaled to controls: 0 for no effect and ±100 for the full control effect; mostly tested at two doses, the higher about 12 µM
Target sequence (P35462 whole entry, looked up): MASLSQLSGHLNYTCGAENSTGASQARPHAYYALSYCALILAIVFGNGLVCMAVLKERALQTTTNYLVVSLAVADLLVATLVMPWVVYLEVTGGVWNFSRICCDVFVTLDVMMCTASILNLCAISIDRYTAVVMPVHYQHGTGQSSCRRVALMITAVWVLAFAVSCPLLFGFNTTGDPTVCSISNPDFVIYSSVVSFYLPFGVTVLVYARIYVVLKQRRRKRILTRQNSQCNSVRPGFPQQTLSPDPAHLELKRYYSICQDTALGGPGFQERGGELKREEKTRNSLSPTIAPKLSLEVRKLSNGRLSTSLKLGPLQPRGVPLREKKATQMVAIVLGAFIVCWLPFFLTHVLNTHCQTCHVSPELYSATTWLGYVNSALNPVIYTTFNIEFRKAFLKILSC
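Cells expressing the human receptor were seeded at 1500 cells/well, incubated overnight at 37 degrees C in 5% CO2, then exposed to library compounds with dopamine controls for 90 minutes at 37 degrees C before luminescent detection.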
SW480 rereplic – DNA re-replication induction in SW480 cells | actives 1.8% (n = 340,000) | SW480 DNA re-replication, Hoechst DNA content imaging, 48 h | Potency, µM (highest dose often 46.1 µM), inactives show at the top dose re-replication activation, hits mostly activators; also: potency is read from the fitted curve at half-maximal effect; % of control where 0% means no effect; nearly all actives have a fitted effect of over 55% in size
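Treated cells incubate 48 hr (37 C, 5% CO2), are stained 40 min with Hoechst, and nuclear fluorescence is enumerated; a rise in nuclei with high DNA signal marks re-replication.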
HT1080-NT tox – kills 2HG-producing HT-1080-NT fibrosarcoma cells. HT-1080-NT fibrosarcoma viability, CellTiter-Glo ATP luminescence, 48 h. Potency, µM (series often up to 46.1 µM), inactives show at the top dose activity, negative = less viability, usual class: cytotoxic. actives 1.6% (n = 360,000). AID 686970;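 also: NT is the 2HG producing partner of a matched IDH1 knockdown line; potency is read from the fitted curve at half-maximal effect; 0% = DMSO-treated cells and -100% = media-only wells without cells; nearly all actives have a fitted effect of over 55% in size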
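A 48-hour cytotoxicity screen used HT-1080-NT cells plated 2 hours before compound delivery. ATP-based CellTiter-Glo luminescence measured viability, normalized to DMSO and no-cell controls.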
D3 ag – D3 dopamine receptor (human) agonism. P35462. D3R DiscoveRx beta-arrestin cells, luminescence, 90 min. max activation, %. actives 0.58% (n = 410,000). AID 652048; in the data active = max activation above about 30%; also: 0% is about no effect; mostly tested at two doses, the higher about 12 µM
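Agonist mode: compounds and dopamine controls were applied to plated cells for 90 min at 37 degrees C after an overnight attachment at 1500 cells/well. Luminescent read-out followed 30 - 60 minutes at room temperature with DiscoveRx detection reagent.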
The depositor's hits bear a star; ? = inconclusive; · = no result given; [ ] = dose if it differs, or a comment. Unless noted, calls follow the shape of the dose curve; as a rule, active = well fitted curve in the direction sought with a large enough effect; inconclusive = small, poorly fitted or top-dose-only effect, or another doubt; inactive = no such curve, though single readings can be large; an effect the other way counts as inactive or inconclusive.

Molecule | HT1080 IDH1KD tx | KB-V1 cytotox | KB-3-1 tox | HT1080-NT tox | SW480 rereplic | IL-1B inflam inh | DRD3 antagonist | D3 ag | GLP-1R agonist
Cc1c(Cl)cccc1N=c1c([N+](=O)[O-])nn(-c2ccccc2)n1O | -7.2% | -1.9% | -2.4% | -3.4% | 1.8% | 29.6 | -10.6 | 9.0 | -2.9%
COc1ccccc1N(CC(=O)NCc1ccccc1)S(C)(=O)=O | 1.9% | 11.9% | -4.1% | 6.8% | -0.5% | 26.8 | 18.7 | 1.9 | 2.8%
O=C(c1ccc(F)cc1F)N1CCN(c2ccccn2)CC1 | 13.8% | 1.4% | -6.0% | 4.3% | -0.2% | -3.6 | -10.9 | 6.8 | 13.5%
COc1ccc(S(=O)(=O)/N=C2\C=C(NS(=O)(=O)c3ccccc3)C(=O)c3ccccc32)cc1 | 20.6µM* | ? | -27.8% | 18.4µM* | ? | 36.0 | -59.6* | -21.5 | 1.3%
CC(=O)NC(=S)Nc1ccc(S(=O)(=O)Nc2ncccn2)cc1 | 8.0% | 3.0% | 11.1% | 6.5% | -5.7% | 3.9 | 0.7 | 5.9 | -0.4%
COc1ccc(NC(=O)c2cc(-c3ccc(C)o3)nc3ccccc23)cc1OC | ? | 16.4µM* | ? | ? | 9.2% | ? | ? | 0.2 | -22.3%
O=C1C(O)=CC(=C(c2ccccc2)c2ccccc2)c2ccccc21 | ? | -23.6% | ? | -7.0% | ? | -91.8* | ? | -10.4 | 9.0%
CSc1nnc(C)c(=O)n1COC(=O)/C=C/c1ccccc1 | -0.2% | 1.6% | -19.9% | -7.0% | 0.0% | ? | -3.6 | 11.9 | 10.1%
O=C(CCc1nnc2n(Cc3ccccc3)c(=O)c3ccccc3n12)NCCCN1CCCCC1 | 0.8% | ? | -2.4% | 2.8% | -14.8% | -13.9 | -1.5 | -9.6 | -1.1%
O=C(COC(=O)Cn1cnc2ccccc2c1=O)NCC12CC3CC(CC(C3)C1)C2 | -6.9% | 17.0% | 17.8% | -2.8% | -3.1% | -52.9* | -26.1 | -4.1 | -2.7%
Cc1cccc(-n2cc(CN(C)Cc3nccn3C)c(-c3cccc(F)c3)n2)c1 | ? | -7.5% | -3.7% | ? | 18.4µM* | -61.6* | ? | -8.7 | -5.0%
CCc1nc2ccccc2c(C(=O)OCC(=O)NCc2ccco2)c1C | -9.5% | -5.0% | 9.2% | -7.2% | -0.1% | 0.2 | 30.6 | 1.2 | 9.6%
O=C(CN1C(=O)COc2ccc(S(=O)(=O)N3CCCCCC3)cc21)N1CCN(c2ccc(F)cc2)CC1 | · | -0.3% | 3.5% | · | · | · | · | -24.0 | 0.0%
CC(C)c1ccc(NC(=S)NNC(=O)c2cccnc2)cc1 | 6.9% | ? | -0.3% | 17.1% | -11.8% | -25.3 | -6.0 | -4.8 | 7.6%
CCc1ccc2[nH]c(=O)c(CN(CCN3CCCC3)C(=O)NC3CCCCC3)cc2c1 | ? | 19.3% | -12.8% | ? | 2.5% | -56.2* | 2.4 | -11.2 | 3.5%
O=C(Nc1ccncc1)Nc1ccc(Cl)cc1Cl | -20.5% | -18.0% | 0.0% | -2.5% | 9.1% | · | -0.8 | -4.3 | 1.2%
Cc1nc(NC(=O)COC(=O)CCC(=O)c2cccs2)c(Cl)cc1Cl | 0.8% | ? | 0.3% | 14.1% | -5.6% | 23.9 | 10.2 | 3.1 | 1.7%
CN(C)c1ccc(/C=N/NC(=O)c2ccccc2)cc1 | ? | ? | ? | ? | 11.8% | -5.1 | -7.7 | -5.7 | 6.7%
COC(=O)Cc1c(O)ccn(CCc2ccc(OC)c(OC)c2)c1=O | 9.6% | -0.4% | 5.4% | 12.9% | -2.9% | 18.5 | -1.7 | 20.4 | 0.1%
Cc1ccc(C(=O)NCc2ccccn2)c(Cl)c1 | 17.2% | 7.3% | 13.0% | 13.0% | 0.6% | -9.0 | 0.1 | 0.8 | -2.2%
Nc1ccc2c(c1)C1(CCC2)NC(=O)NC1=O (stereo not drawn) | 8.5% | 13.2% | 0.0% | -0.5% | · | 0.0 | 21.2 | 3.1 | -1.6%
CC(=O)N1CCN(c2nnc(-c3ccccc3)c3ccccc23)CC1 | -2.2% | -14.0% | -3.7% | -2.4% | ? | 0.0 | -22.8 | -1.6 | -0.7%
COc1cc(Cl)ccc1Nc1ncc(C(=O)N2CCN(c3ccccc3OC)CC2)c2ccccc12 | · | 0.0% | -1.7% | · | · | · | · | 1.5 | -1.2%
CCCC(=O)c1ccc(N2CCN(S(=O)(=O)c3ccc(C)cc3)CC2)c(F)c1 | 9.2% | -36.3% | -4.9% | 6.3% | 14.6% | -22.4 | -18.2 | -6.8 | -2.6%
CCCC[C@@H]1CNC(=O)C(=O)N1CCCc1cc(OC)c(OC)c(OC)c1 | 10.9% | -5.2% | 9.8% | -4.1% | -61.0%[inhibitor] | -0.4 | 31.7 | 30.5* | -3.5%
Cc1onc(-c2ccccc2)c1C(=O)N1CCN(CCc2ccccc2)CC1 | 15.5% | 0.8% | -3.6% | 8.7% | 11.1% | 6.5 | -8.9 | -18.1 | -6.7%
O=C(Nc1ccc(F)cc1F)C1(c2cccs2)CCOCC1 | 5.4% | 2.2% | 3.9% | 2.5% | -3.3% | -6.6 | -0.7 | 1.9 | -3.3%
CCc1nn(CCCC(=O)Nc2ccc(C)c(C)c2)c(=O)c2cc3occc3n12 | 5.6% | 14.8% | 14.2% | 5.6% | -5.4% | -11.1 | 17.4 | 2.1 | 5.5%
COC(=O)c1sc(NC(C)=O)c(C(=O)OC)c1C | 10.9% | -18.4% | 10.7% | ? | -13.0% | 6.4 | -15.5 | 3.6 | 2.0%
COc1ccc(N(C)C(=O)c2ccc3c(c2)nnn3C)cc1 | 18.8% | -8.4% | -0.7% | 9.1% | -2.7% | 25.7 | 3.8 | 8.8 | 6.8%
N#Cc1c(N2CCN(c3ccc(F)cc3)CC2)nc(N)c2c(N)nc3c(c12)CC(=O)N3C1CC1 | -0.7% | -18.9% | 13.5% | -7.4% | -14.9% | -15.1 | 11.6 | 0.3 | 0.4%
Cc1cc(NC(=O)c2cc(-c3ccco3)on2)nn1Cc1ccc(Cl)cc1 | -14.1% | 0.0% | -1.4% | -27.7% | 14.1% | 8.0 | 7.5 | -2.9 | -22.2%
COc1ccc2[nH]c3c(NCCCN4CCCC4=O)ncnc3c2c1 | 0.0% | 7.7% | 14.7% | -2.1% | -3.7% | 9.4 | -13.4 | -22.2 | 14.9%
Cc1cc(NC(=O)c2cc(-c3ccco3)on2)n(-c2ccccc2)n1 | 7.4% | -2.0% | -19.2% | 0.4% | -10.4% | 9.7 | 9.7 | -10.9 | 6.2%
COc1ccccc1-c1cnc(C(O)c2ccc(C)cc2C)[nH]1 (stereo not drawn) | -2.7% | ? | -6.2% | -9.6% | · | -9.5 | -20.9 | -3.7 | 14.5%
CCCN1CNc2c(c(=O)[nH]c(=S)n2-c2ccccc2Cl)C1 | -0.7% | 1.5% | -11.4% | 11.5% | 3.5% | 0.6 | -5.8 | 3.8 | 7.2%
COc1ccc(CCNC(=O)c2nonc2N)cc1OC | -3.5% | 2.3% | 0.4% | -0.6% | -1.1% | -21.0 | -9.9 | -3.7 | 0.8%
Cc1c(/C=N\NC(=O)c2cccc(F)c2)cnn1C | 18.0% | 2.1% | 14.0% | 7.5% | -0.6% | -7.2 | 9.4 | 0.8 | 19.1%
NC(=O)CC(NC(=O)Cc1ccc(Cl)cc1)c1ccc(NC2CCCCC2)c([N+](=O)[O-])c1 (stereo not drawn) | -5.9% | -5.7% | -3.2% | -4.0% | -50.8%[inhibitor][9.22 µM] | 7.8 | -25.1 | -25.3 | -2.0%
Cn1c(=O)c2c(nc(N3CCN(C(=O)c4ccco4)CC3)n2CCSc2ncccn2)n(C)c1=O | 18.4% | 0.0% | -5.6% | 18.7% | -6.3%[1.84 µM] | 9.1 | 5.9 | 1.2 | 0.5%
COc1ccc(C(=O)NCC(=O)N/N=C/c2ccc(C)o2)cc1OC | 9.5% | ? | 19.6% | 13.7% | 27.7% | 2.5 | 6.6 | -2.6 | -0.6%
COc1ccc(OCc2cc(C(=O)NC(C)Cc3ccccn3)no2)c(Cl)c1 (stereo not drawn) | -3.5% | 0.0% | -17.7% | -3.8% | -6.2% | -5.5 | -7.4 | 1.8 | 9.4%
CCCN=C(N)/C(C(=O)OCC)=C(\O)c1ccc(OC)cc1 | 13.9% | 8.4% | 0.8% | 5.4% | -2.7% | -9.1 | 12.3 | 6.9 | -3.1%
CC(C)(C)NC(=O)NC(=O)CN1CCN(c2ccccc2)CC1 | 6.3% | 5.3% | 7.1% | 5.9% | -3.7% | 7.0 | 6.6 | -1.0 | 8.1%
O=C(Nc1ccc(S(=O)(=O)N2CCCCC2)cc1)C1CC1 | -9.4% | -14.4% | -0.3% | -4.3% | -7.3% | -2.4 | -17.5 | -1.9 | 9.6%
Cc1ccc(CCNC(=O)C23CN(Cc4ccccc4)CC2C(c2cccc([N+](=O)[O-])c2)=NO3)cc1 (stereo not drawn) | 1.4% | ? | -5.4% | 6.4% | -0.8% | ? | 2.4 | 24.0 | -4.8%
CCN(CC)c1ccc([C@H]2[C@@H]3CCCC[C@]3(O)CCN2CC(=O)NCc2ccco2)cc1 | -4.1% | -0.4% | -15.8% | -15.7% | 9.4% | -19.5 | 5.6 | 5.6 | -1.0%
O=C(C1CCCO1)N1CCN(C(=S)Nc2cccc(Cl)c2)CC1 (stereo not drawn) | 1.5% | -22.0% | 6.8% | -1.5% | -13.3% | 14.4 | 5.4 | 1.6 | -2.0%
CC(C)(C)OC(=O)N1CCC2(CC1)Oc1ccc(F)cc1C(=O)C21CC(c2cccnc2)=NO1 (stereo not drawn) | -0.7% | -4.1% | -14.7% | 1.7% | -7.7% | -26.4 | -15.0 | -38.3 | -3.0%
C=CC[C@@H](CC(=O)N[C@H](CO)Cc1ccccc1)C(=O)N[C@@H](COC(=O)[C@H](CC=C)CC(=O)OC(C)(C)C)Cc1ccccc1 | -11.8% | 0.0% | ? | -15.6% | -0.6% | -17.4 | -20.7 | 4.3 | 8.6%

Screens: PubChem, National Center for Advancing Translational Sciences (NCATS)
